Myeloid diff MLP – compounds promoting myeloid differentiation; 1% of 360,000 active; ER-HoxA9 myeloid progenitors, lysozyme-GFP differentiation, flow cytometry; calls only at 10 µM;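 active = normalized GFP-positive differentiation at or above the plate's own cutoff, the solvent-only control mean plus 3 SD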;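 also: cells exposed to compound for four days before flow analysis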
human PMI inhibitors – human PMI inhibitors, high substrate, primary screen, biochemical, fluorescence intensity, high mannose 6-phosphate (AID 1220) | recombinant PMI enzyme, coupled fluorescence intensity; higher % means a stronger effect | inhibition, % at 20 µM; hits with a dose series show IC50 in µM | 0.66% of 190,000 active
WT yeast gro inh – growth inhibition of WT yeast, mitochondrial fusion screen. mitochondrial fusion phenotypic screen, WT strain. inhibition, % at 10 µM. 2.1% of 190,000 active. AID 1362; in the data active = inhibition above about 58%; tested in S. cerevisiae
PMI inhibitors – inhibitors of human PMI, primary screen, biochemical, fluorescence intensity, coupled assay (AID 1209); purified PMI enzyme, coupled fluorescence intensity; higher % means a stronger effect; one-dose inhibition, % at 20 µM; IC50 in µM for titrated hits; 0.42% of 190,000 active;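 also: plate controls were DMSO vehicle for no effect and wells lacking substrate for full effect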
TNAP activation fold – human TNAP enzyme activators, primary screen, biochemical, luminescent, no phosphate acceptor, uHTS (AID 1001) | purified TNAP, luminescent activation assay, no phosphate acceptor; higher activation fold means a stronger effect | activation fold at 20 µM; hits with a dose series show EC50 in µM | 0.03% of 200,000 active; in the data active = activation fold from about 3, or a potency from the dose series; inactive = the rest, 99 in 100 with activation fold below about 1.6; also: many of its hits are not listed in these tables
Hep lipid drop – hepatic lipid droplet formation modulation; AML12 mouse hepatocytes, oleate lipid droplets, BODIPY imaging; inhibition, % at 6.5 µM; 0.4% of 240,000 active;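 active = lipid droplet intensity inhibited by at least 50%, with more than 500 cells counted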
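System: AML12 hepatocytes (mouse). Probe or stimulus: oleic acid at 100 µM to induce lipid droplet formation. Times: overnight treatment with compound plus oleate. Detection: Image-based BODIPY and DAPI two-channel analysis. Evaluation: percent inhibition of filter-corrected integrated lipid droplet intensity per well.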
P. falciparum M1AAP – malaria alanyl aminopeptidase activity blockers – biochemical, fluorogenic H-Leu-NHMec substrate, 1536-well (AID 1445); recombinant M1AAP, H-Leu-NHMec fluorogenic kinetic assay; higher % means a stronger effect; inhibition, % at 30 µM; hits with a dose series show IC50 in µM; 0.42% of 220,000 active;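 active = primary inhibition above the hit cutoff, then over 50% inhibition at one or more dose response concentrations, cut at about 23% in these data, passing the limit was not always enough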;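 also: plate controls were DMSO full reaction for no effect and no enzyme background for full effect; strong numbers were not always called active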
CSM14.1 death rescue – rescue of cells from ER stress-induced death, primary screen, 384-well, CSM14.1, thapsigargin, ATP luminescence (AID 1222); CSM14.1 thapsigargin-induced death rescue, ATP luminescence; higher % means a stronger effect; cellular ATP content (survival), % at 20 µM; hits with a dose series show EC50 in µM; 190,000 tested, under 10 active;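 active = EC50 below 50 µM in the dose-response confirmation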;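 also: death triggered by thapsigargin at about 15 µM added after 2 h compound pretreatment; cell ATP read after overnight thapsigargin exposure of roughly 18 to 22 hours; normalized against plate controls of thapsigargin alone and 5% DMSO vehicle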
K1F lysis inhibition – protection from phage-mediated lysis, alamar blue read-out – E. coli UTI89, K1F phage, bacterial capsule biogenesis inhibitors (AID 488966). E. coli UTI89 K1F phage lysis, alamar blue, 2 h; higher % means a stronger effect. inhibition, % at 100 µM; hits with a dose series show IC50 in µM. 0.02% of 340,000 active;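 active = phage lysis inhibition, versus mean bacterial control, above a set limit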;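 also: capsule biogenesis inhibitors block K1F phage lysis so surviving cells raise fluorescence; higher fluorescence means more inhibition of phage lysis; actives were called in the ten point dose series up to 300 µM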
WT yeast gro inh mutant strain – second read-out of WT yeast gro inh, no call of its own (marks repeat the call); inhibition, %; mitochondrial fusion phenotypic screen, mutant strain inhibition
Hep lipid drop cells 6.5 µM – second read-out of Hep lipid drop, no call of its own (marks repeat the call); cell count; measured here: cell count, cytotoxicity flag;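 cells counted across two imaged fields per well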
Myeloid diff MLP GFP+ MAC1+ % – also measured in Myeloid diff MLP; calls as there; GFP+ MAC1+ double positive, %; measured here: differentiation confirmed by MAC1 staining
An asterisk follows results filed as active; i = inactive; nt = not tested or not shown; [ ] = another dose, or the depositor's remark. Rule as the data show it, unless noted: active = inhibition above about 50%; inactive = the rest.

Preview, two compounds:
SMILES | Myeloid diff MLP | Myeloid diff MLP GFP+ MAC1+ % | human PMI inhibitors | WT yeast gro inh | WT yeast gro inh mutant strain | PMI inhibitors | TNAP activation fold | Hep lipid drop | Hep lipid drop cells 6.5 µM | P. falciparum M1AAP | CSM14.1 death rescue | K1F lysis inhibition
CCc1ccc(N2NC(=O)/C(=C/C=C/c3ccco3)C2=O)cc1 | i | 0.2 | -4% | 12 | 7 | -7% | 0.9 | -12 | 617 | 1% | 2.1% | 7.8%
CCCCCCn1c(C)nc2c(c1=O)c1nc3ccccc3nc1n2/N=C/c1ccco1 | i | 0.7 | -14% | 13 | 20 | 0% | 1 | 4 | 736 | -2% | 0.5% | 0.4%

All compounds of this part, from the start:
SMILES | Myeloid diff MLP | Myeloid diff MLP GFP+ MAC1+ % | human PMI inhibitors | WT yeast gro inh | WT yeast gro inh mutant strain | PMI inhibitors | TNAP activation fold | Hep lipid drop | Hep lipid drop cells 6.5 µM | P. falciparum M1AAP | CSM14.1 death rescue | K1F lysis inhibition
CCc1ccc(N2NC(=O)/C(=C/C=C/c3ccco3)C2=O)cc1 | i | 0.2 | -4% | 12 | 7 | -7% | 0.9 | -12 | 617 | 1% | 2.1% | 7.8%
CCCCCCn1c(C)nc2c(c1=O)c1nc3ccccc3nc1n2/N=C/c1ccco1 | i | 0.7 | -14% | 13 | 20 | 0% | 1 | 4 | 736 | -2% | 0.5% | 0.4%
O=C(CC(Nc1ccccc1)c1ccccc1)C1CC1 (stereo unspecified) | i | 0.6 | nt | nt | nt | nt | nt | -1 | 755 | 0% | nt | 0.4%
Cc1ccc(NC(=O)Cn2cnc3sc(C(=O)NCCN(C)C)c(C)c3c2=O)cc1Cl | nt | nt | 2% | -7 | -7 | 7% | 1.1 | 10 | 683 | 3% | -0.4% | nt
Cc1ccccc1NC(=O)C1(C)Cc2ccccc2C(=O)O1 (stereo unspecified) | i | 0.5 | -3% | -17 | 10 | -3% | 1 | -2 | 706 | 1% | 0.9% | -0.3%
Cc1nc(-c2ccc(S(=O)(=O)Oc3ccc(Cl)cc3Cl)s2)cs1 | i | 0.8 | nt | nt | nt | nt | nt | -7 | 676 | 1% | nt | 1.3%
CC(C)NC(=O)N1CCN(c2ccncc2S(=O)(=O)N2CCOCC2)CC1 | i | 0.3 | -11% | -38 | -2 | -8% | 1 | nt | nt | 8% | -1.1% | 0.8%
N#Cc1c(-c2ccco2)cc(-c2ccccn2)nc1N | i | 0.6 | 15% | -12 | 2 | 22% | 1 | 17 | 789 | 3% | 1.7% | 0.2%
CC(=O)Nc1nc(C)nc(-c2ccccc2OC(C)=O)n1 | i | 5.4 | 1% | -7 | 0 | 4% | 1.1 | -3 | 702 | 8% | -1.1% | 4.1%
Cc1ccc2c(c1)C=CC(C)(C)S2=O (stereo unspecified) | i | 0.1 | 13% | 9 | 4 | 6% | 1.1 | 3 | 606 | -1% | -3.1% | 2.5%[50 µM]
CCO[C@H]1OC(C(=O)NC2CC2)=C[C@@H](c2csc3ccccc23)[C@@H]1CCCO | i | 0.9 | -4% | -8 | -3 | 1% | 1.1 | 6 | 716 | -1% | 1.9% | 1.6%
c1ccc(CSc2nnc3ccc(-c4ccncc4)nn23)nc1 | i | 0.4 | -5% | -11 | 6 | -6% | 1.1 | 8 | 693 | 6% | nt | 0.4%
CCOC(=O)C[n+]1c(C)sc2ccc(OC)cc21 | i | 0.6 | 6% | 7 | 64 | 3% | 1 | nt | nt | 5% | 0.2% | -0.3%
O=C1CC(c2cccs2)CC2=C1C(c1ccccc1)n1ncnc1N2 (stereo unspecified) | i | 0.7 | 1% | 0 | -4 | 1% | 1 | 0 | 769 | 5% | 3.5% | 3.3%
COc1ccc(CC(=O)OCc2cc3ccc(C)cc3[nH]c2=O)cc1 | i | 1.0 | -9% | -10 | -8 | -14% | 1.1 | nt | nt | -2% | -0.7% | -0.9%
O=C(CSc1ncn[nH]1)Nc1cc(S(=O)(=O)N2CCCC2)ccc1Cl | i | 0.7 | 3% | -17 | 9 | 11% | 1.1 | -4 | 661 | 13% | -1.3% | 1.9%
COc1ccc(-c2cc(C(=O)NCc3ccc(Cl)cc3)no2)cc1OC | i | 18 | 10% | -4 | -10 | 6% | 1.1 | -11 | 677 | 8% | -1.7% | 2.5%
Cc1noc(/C=C/Nc2ccc(F)cc2F)c1[N+](=O)[O-] | i | 0.3 | -2% | 15 | -3 | -2% | 1 | 4 | 680 | 8% | 0.3% | 0.3%
Cc1ccc(CN2CCN(CC3CC4C=CC3C4)CC2)cc1 (stereo unspecified) | i | 0.2 | 0% | 8 | -6 | 11% | 1.1 | 12 | 849 | 5% | -3.2% | -0.3%
COc1cccc(/C=N/NC(=O)c2ccc(N(C)S(=O)(=O)c3ccccc3)cc2)c1OC | i | 0.5 | 13% | -8 | -10 | 9% | 1.1 | 3 | 718 | 8% | 1.0% | 0.0%

3 compounds from above with just P. falciparum M1AAP and TNAP activation fold:
SMILES | P. falciparum M1AAP | TNAP activation fold
Cc1ccc(NC(=O)Cn2cnc3sc(C(=O)NCCN(C)C)c(C)c3c2=O)cc1Cl | 3% | 1.1
Cc1ccccc1NC(=O)C1(C)Cc2ccccc2C(=O)O1 (stereo unspecified) | 1% | 1
Cc1nc(-c2ccc(S(=O)(=O)Oc3ccc(Cl)cc3Cl)s2)cs1 | 1% | nt

Next part.
SMILES | Myeloid diff MLP | Myeloid diff MLP GFP+ MAC1+ % | human PMI inhibitors | WT yeast gro inh | WT yeast gro inh mutant strain | PMI inhibitors | TNAP activation fold | Hep lipid drop | Hep lipid drop cells 6.5 µM | P. falciparum M1AAP | CSM14.1 death rescue | K1F lysis inhibition
Cc1cc([N+](=O)[O-])ccc1NC(=O)C(C)[n+]1ccccc1 (stereo unspecified) | i | 0.0 | 3% | 4 | 6 | 1% | 1 | -6 | 682 | 8% | -1.9% | 0.3%
C=CCSc1nnc(-c2cccnc2)o1 | i | 1.5 | 15% | 4 | 2 | 17% | 1.2 | -3 | 635 | 3% | -2.6% | 0.4%
CCCCC1=NN(C(=O)c2cocc2C)C(O)(C(F)(F)F)C1 (stereo unspecified) | i | 1.2 | -8% | -11 | -4 | -4% | 1 | -15 | 682 | 3% | -1.7% | -0.1%
Fc1ccc(-c2nnc(CN3CCC(c4nc5ccccc5s4)CC3)o2)cc1 | i | 1.0 | 14% | 10 | 17 | 20% | 1.1 | -4 | 726 | 9% | 1.7% | -0.3%
O=C(NCc1ccc(F)cc1)C(Cc1ccccc1)n1cccc1 (stereo unspecified) | i | 0.2 | nt | nt | nt | nt | nt | 20 | 723 | 3% | nt | 0.1%
Cc1sc2ncnc(N3CCC(C)CC3)c2c1C | i | 0.6 | -22% | 9 | 2 | -22% | 1.1 | -11 | 717 | -2% | -0.8% | 2.3%
CCC(=O)NCCc1cc2ccc(C)c(C)c2[nH]c1=O | i | 3.5 | 4% | 0 | 5 | 1% | 0.9 | 12 | 646 | 1% | nt | -0.5%
C/C(=N\N=C(N)N)c1ccc(Cl)cc1Cl | i | 0.5 | -3% | -8 | 9 | 3% | 1 | -16 | 662 | 4% | 1.0% | i
CCN(CC)C(=O)CSc1nnc(-c2ccccc2)c(-c2ccccc2)n1 | i | 1.0 | 1% | 6 | -28 | -2% | 1.1 | 9 | 668 | 1% | -6.4% | 1.0%[50 µM]
CCOc1ccc(/C=C2\SC(=S)N(CC(=O)N(CCO)C(C)(C)C)C2=O)cc1 | i | 0.3 | 8% | -13 | -4 | 9% | 1 | -26 | 692 | 2% | 4.5% | 0.0%
Clc1ccc(OCCn2ccnc2)c2ccccc12 | i | 4.8 | 1% | 13 | 2 | 7% | 1 | -9 | 740 | -4% | -1.8% | -1.1%
COc1ccc(C[C@H]2CN3C(=NC[C@@H]3C)N2CCNC(=O)CCC2CCCCC2)cc1 | i | 2.5 | -5% | 7 | 4 | 1% | 1.1 | -2 | 664 | -1% | 0.5% | 0.0%
Cn1cc(C(=O)NCc2ccc(F)cc2)cn1 | i | 0.8 | -11% | 9 | -18 | -13% | 1.1 | 0 | 697 | -3% | 1.2% | 0.4%
Cc1cc(N2CCCC(C(=O)Nc3cccc4ccccc34)C2)n2ncnc2n1 (stereo unspecified) | i | 0.4 | 20% | -3 | 1 | 13% | 1.1 | 5 | 774 | 6% | -2.4% | 0.1%
Cc1ccc(-c2ccc(CCC(=O)O)n2NC(=O)c2ccc([N+](=O)[O-])cc2)cc1 | i | 0.6 | 13% | 3 | -8 | 9% | 1 | -2 | 662 | 1% | -1.0% | -3.6%
COc1cc2c(cc1OC)CN(CC(=O)NC(=O)NC(C)(C)C)CC2 | i | 0.6 | 12% | -4 | -5 | -4% | 1.1 | 7 | 691 | -1% | -14% | 0.5%
CC1=C(C(=O)OC2CCCCC2)C(c2ccc(C)o2)C2=C(CC(C)(C)CC2=O)N1 (stereo unspecified) | i | 0.2 | -1% | -2 | -13 | 5% | 1.1 | -12 | 732 | 8% | -2.8% | -0.2%
O=C(NNC(=S)Nc1ccc(Cl)cc1Cl)C1CC1 | i | 0.1 | -10% | -16 | 1 | 3% | 1.6 | -4 | 639 | -15% | -2.1% | 2.0%
O=C(Nc1ccc2c(c1)OCCO2)C1CCN(C(=O)c2ccc(F)cc2)CC1 | i | 4.8 | -2% | 6 | -1 | 8% | 1.1 | -1 | 786 | -3% | -2.1% | 0.2%
O=C(O)C(Cc1ccccc1-c1ccccc1)C(=O)O | i | 0.6 | nt | nt | nt | nt | nt | 0 | 661 | -2% | nt | -0.2%
CN(C)c1cnn(-c2ccccc2)c(=O)c1Cl | i | 0.3 | -6% | 5 | -8 | -8% | 1.1 | 7 | 755 | 2% | -1.2% | 0.5%
O=C(O)/C=C\C(=O)Nc1ccc(N2CCN(c3ccc(Cl)cc3)CC2)cc1 | i | 0.2 | 26% | -4 | -5 | -12% | 1 | 1 | 677 | 2% | 0.6% | -1.0%
Cc1ccc2nc(C)cc(C(=O)OCC(=O)c3ccc(Cl)c([N+](=O)[O-])c3)c2c1 | i | 0.1 | -4% | -4 | 4 | 0% | 1 | nt | nt | 5% | -2.2% | -0.3%
COc1ccc(-c2ccc(CCC(=O)O)n2NC(=O)c2ccc(O)cc2)cc1 | i | 0.1 | 2% | -4 | 1 | 3% | 1.1 | 0 | 709 | 7% | -1.0% | -0.3%
